# Source: PubChem BioAssay
# M1 ag parental: nonselective activator or artifact in parental CHO-K1 cells; Fluo-8 calcium fluorescence; scaled to maximal ATP response, vehicle zero; activation, % at 3 µM; hit rate 0.48% among 360,000; AID 602248; in the data active = activation above about 15%;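 note: untransfected CHO-K1 host cells lacking M1 receptor as counterscreen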
# CHO-K1 Ca antag: nonselective inhibitor or artifact in parental CHO-K1 cells; ATP-induced calcium, Fluo-8 fluorescence; inhibition, % at 3 µM; hit rate 0.6% among 360,000; AID 602250;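 active = inhibition above a per-plate cutoff, the plate's mean sample inhibition plus 3 SD, cut at about 24% in these data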;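 note: 0% = DMSO plus EC80 ATP and 100% = DMSO alone without ATP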
# CHRM5 agonist: agonists of human muscarinic M5 receptor (CHRM5) | CHO-K1 hM5 cells, Fluo-8 calcium fluorescence; 0% DMSO wells, 100% maximal acetylcholine response | P08912 | hit rate 0.19% among 360,000 | activation, % at 3 µM;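 active = activation above the run's mean over test compounds plus 3 SD, cut at about 23% in these data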;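 note: signal is peak over basal fluorescence ratio across the kinetic read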
# Target sequence (P08912 whole entry, looked up): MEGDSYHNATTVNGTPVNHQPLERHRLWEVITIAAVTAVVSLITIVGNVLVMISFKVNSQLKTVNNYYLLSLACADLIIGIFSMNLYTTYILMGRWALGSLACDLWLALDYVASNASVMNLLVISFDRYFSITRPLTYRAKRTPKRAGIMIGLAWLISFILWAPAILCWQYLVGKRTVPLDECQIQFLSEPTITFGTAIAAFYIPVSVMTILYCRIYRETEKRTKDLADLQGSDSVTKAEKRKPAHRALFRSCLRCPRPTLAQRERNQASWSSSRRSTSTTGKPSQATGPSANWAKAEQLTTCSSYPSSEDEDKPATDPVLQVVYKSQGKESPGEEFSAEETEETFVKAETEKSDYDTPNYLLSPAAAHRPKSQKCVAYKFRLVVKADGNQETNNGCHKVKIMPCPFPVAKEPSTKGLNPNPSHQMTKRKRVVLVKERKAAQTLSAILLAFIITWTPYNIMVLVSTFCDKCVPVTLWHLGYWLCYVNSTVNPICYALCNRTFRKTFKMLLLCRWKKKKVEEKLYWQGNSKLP
# M4 ag: agonists of human muscarinic M4 receptor (CHRM4); P08173; CHO-K1 hM4/Gqi5, Fluo-8 calcium fluorescence; vehicle 0%, full acetylcholine response 100%; activation, % at 3 µM; hit rate 0.14% among 360,000; AID 624127;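 active = activation above the run mean over all test wells plus 3 SD, cut at about 32% in these data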;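 note: peak over basal fluorescence ratio per well then scaled between controls; 0% = DMSO wells and 100% = acetylcholine at EC100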
# Target sequence (P08173 whole entry, looked up): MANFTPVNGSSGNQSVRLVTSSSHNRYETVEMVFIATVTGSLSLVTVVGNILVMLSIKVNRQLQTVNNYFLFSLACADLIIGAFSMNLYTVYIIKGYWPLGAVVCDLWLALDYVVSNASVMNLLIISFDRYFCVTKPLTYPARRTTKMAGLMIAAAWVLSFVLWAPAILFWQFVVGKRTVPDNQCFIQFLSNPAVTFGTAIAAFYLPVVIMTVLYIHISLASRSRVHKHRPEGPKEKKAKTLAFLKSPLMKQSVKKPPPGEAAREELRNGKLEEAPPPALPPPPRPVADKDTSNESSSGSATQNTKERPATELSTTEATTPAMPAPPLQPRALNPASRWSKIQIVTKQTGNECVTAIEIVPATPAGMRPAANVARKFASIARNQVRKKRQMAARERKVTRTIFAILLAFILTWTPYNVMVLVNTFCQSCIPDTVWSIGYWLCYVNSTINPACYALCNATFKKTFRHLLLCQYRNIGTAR
# CHO-K1 Ca PAM: M1 PAM counterscreen hit in parental CHO-K1 cells. ATP EC20, Fluo-8 calcium fluorescence; 0% at ATP EC20, 100% at ATP max. activation, % at 3 µM. hit rate 0.02% among 360,000. AID 602247;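 active = activation above the run cutoff, the mean activation of all test compounds plus 3 SD, cut at about 40% in these data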;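 note: peak over basal fluorescence ratio in a 140 s read after ATP addition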
# M4 PAM: CHRM4 positive allosteric modulation | P08173 | activation, % at 3 µM | CHO-K1 hM4/Gqi5, Fluo-8 calcium fluorescence, ACh EC20; 0% = ACh EC20, 100% = maximal ACh | hit rate 0.4% among 360,000;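 active = activation above its plate's cutoff, the mean activation of sample wells plus 3 SD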; note: some results filed as inactive read as strong as hits
# CHRM5 PAM: positive allosteric modulators of human muscarinic M5 receptor | AID 624038 | CHO-K1 hM5, Fluo-8 calcium, ACh EC20 PAM; 0% = ACh EC20, 100% = ACh EC100 | activation, % at 3 µM | hit rate 0.3% among 360,000;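 active = activation above the run cutoff, the mean activation of all test compounds plus 3 SD, cut at about 18% in these data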
#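 Replicates: One well per compound, no replicates | System: Human M5 receptor in CHO-K1 cells | Benchmarks: Low control EC20 acetylcholine (0%), high control EC100 acetylcholine (100%) | Probe or stimulus: Acetylcholine, EC20 level | Times: Fluo-8 loading 80 min at 37 °C plus 30 min room temperature | Signal: Intracellular calcium via Fluo-8 fluorescence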
# CHRM4 antagonist: antagonists of human muscarinic M4 receptor (CHRM4) | hit rate 0.73% among 360,000 | inhibition, % at 3 µM | P08173 | CHO-hM4 cells, ACh EC80, Fluo-8 calcium fluorescence;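 active = inhibition above its plate's cutoff, the mean inhibition of sample wells plus 3 SD, cut at about 27% in these data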;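 note: 0% = acetylcholine EC80 with DMSO and 100% = DMSO without agonist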
# CHRM5 antagonist: blocks acetylcholine activation of human M5 receptor | hit rate 0.59% among 360,000 | inhibition, % at 3 µM | CHO-hM5 cells, Fluo-8 calcium fluorescence, ACh EC80;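 active = inhibition above a per-plate cutoff, the mean of that plate's test compounds plus 3 SD, cut at about 27% in these data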;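 note: 0% = acetylcholine EC80 with DMSO and 100% = DMSO without agonist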
# Starred values were filed as active, the others as inactive. Not a hit list; 2.7% or so of the library scored in one or more.
Structure	M1 ag parental	CHO-K1 Ca antag	CHRM5 agonist	M4 ag	CHO-K1 Ca PAM	M4 PAM	CHRM5 PAM	CHRM4 antagonist	CHRM5 antagonist
CSc1nc(N)n2nc(C(C)(C)C)cc2n1	0.4	-12	-3	1	18	2	7	-6	7
O=C(CCC(=O)N(CC(=O)NC1CCCC1)Cc1ccc2c(c1)OCO2)Nc1ccccn1	1.4	-6	-2	1	25	5	-3	-4	-4
O=C(NNS(=O)(=O)c1ccccc1)c1sccc1-n1cccc1	0.0	-8	-4	0	-18	4	-8	3	5
CCOc1cc(C(=S)N2CCCC2)ccc1OCc1ccccc1	-0.1	10	-1	-1	3	12	5	-23	-18
Cc1cc(N2CCOCC2)nc2ccc(NC(=O)C3CCC(C)CC3)cc12 (centres undefined)	0.4	-2	-8	1	11	4	1	-11	-3
COc1ccc(C(=O)Nc2ccc(S(=O)(=O)N3CCOCC3)cc2)cc1OC	1.5	-5	2	5	8	15	0	6	-1
C#CCOCCOCCOCCNc1nc(N2CCN(C(=O)CCCCCCCCCCNC(=O)[C@H](CCCCN)n3cc(CCO)nn3)CC2)nc(N2CCN(C(=O)CCCCCCCCCCNC(=O)[C@H](CCCN=C(N)N)n3cc(C[C@@H](C)CC)nn3)CC2)n1	0.7	-5	-9	1	15	-9	2	17	5
COc1ccccc1C1=NOC(COC(=O)c2ccc(Br)cc2)C1 (centres undefined)	0.3	9	-3	1	13	1	-5	-2	4
C=CCc1ccccc1OCC(=O)N/N=C/c1ccccc1OCC	0.5	-6	-3	0	23	-3	0	1	-4
O=C(CN(C(=O)C1CSC(=O)C1)c1cccc(F)c1)NC1CCCC1 (centres undefined)	0.3	-6	-1	0	1	-5	1	6	4
COc1ccc(-c2csc(Nc3ccccc3)[n+]2Cc2ccccc2)cc1	-0.3	-8	-3	-1	5	-5	1	-6	6
O=C(NCc1ccc(Cl)cc1)C1CCN(S(=O)(=O)N2CCOCC2)CC1	12	3	-2	2	-5	-12	-2	7	0
N#Cc1nc(Cc2cccc3ccccc23)oc1N1CCOCC1	0.6	-7	-2	1	12	-5	-3	3	10
Cc1noc(C)c1CCC(=O)Nc1cc(C(=O)O)ccc1Cl	0.8	-7	-2	1	28	6	5	-20	-5
Cc1ccc(N2C(S)=C(C#N)C(=O)NC23CCCCC3)cc1	0.4	0	-3	-1	17	-3	0	8	1
Cc1ccc(N(Cc2ccc(C(=O)NCC3CCCO3)cc2)S(C)(=O)=O)cc1C (centres undefined)	0.9	3	4	6	-1	-4	0	-7	-6
CC(=O)c1ccc(OCCCC(=O)OCC(=O)N2CCN(c3ccccc3)CC2)cc1	9.5	5	6	12	4	-6	-9	0	5
CC1CC(C)CN(CCCNC(=O)C2CCCN(c3ncnc4c3nc3n4CCCCC3)C2)C1 (centres undefined)	0.0	2	-10	0	-6	-12	-3	3	14
O=C(Oc1cccnc1)c1ccc([N+](=O)[O-])cc1	0.3	-6	0	1	27	7	-4	-4	-4
O=C([C@@H]1CCCN1C1=NS(=O)(=O)c2ccccc21)N1CCN(c2ccccc2)CC1	0.5	0	0	4	-2	2	4	-3	-6
O=C(Nc1cccc(Cl)c1Cl)c1snnc1-c1ccccc1	-0.2	-4	-10	-2	13	-10	-5	-8	-4
O=C(NN1CCCCC1)NN1CCCCC1	0.3	-9	2	0	2	-3	-3	7	6
O=C(CCCNS(=O)(=O)c1cccc2nsnc12)NC1CCCCC1	0.6	0	-2	1	10	-1	1	-6	-5
O=C(COC(=O)COc1cccc(C(F)(F)F)c1)NC(=O)NC1CCCCC1	0.9	1	-7	2	-10	4	-11	5	14
O=C(O)C1CCCCC1C(=O)Nc1ccc(S(=O)(=O)N2CCCCC2)cc1 (centres undefined)	0.7	-3	-2	1	3	-10	8	10	10
CCCCN1C(=S)NC[C@@H]1Cc1cccc2ccccc12	3.7	-22	-5	3	21	7	0	9	11
CCCC(=O)Nc1nnc(S(=O)(=O)N2CCCC2)s1	0.9	-7	0	-1	16	-3	-1	13	1
C/C(=C\c1ccccc1)C1NC(=O)c2c(sc3c2CCCC3)N1 (centres undefined)	0.7	-5	2	2	21	6	7	0	-10
COCCn1c(SCC(=O)N2CCCCC2)nc2c(c1=O)SC(C)C2 (centres undefined)	0.3	-16	-3	0	0	3	-5	-3	12
CN(C)S(=O)(=O)c1ccc(N=Cc2c(C(F)(F)F)[nH][nH]c2=O)cc1	0.3	-1	-3	1	19	2	-2	0	2
CCOC(=O)C1=NNC(C(=O)c2ccc(C)cc2)C1c1ccc(OC)cc1 (centres undefined)	0.6	-4	-13	-1	8	9	-2	-6	-7
CCOc1cccc(NC(=O)CSc2nncn2N)c1	0.3	-21	1	2	16	8	10	-15	-11
COc1ccc(/C(C)=N/NC(=O)OC(C)(C)C)cc1[N+](=O)[O-]	4.5	2	4	13	5	-20	-9	0	12
CC1CCN(c2nc3c(c(=O)[nH]c(=O)n3C)n2Cc2ccccc2)CC1	0.5	-2	0	1	19	2	2	-2	2
COc1ccc2c(c1)CCN1C2CCN2C(=O)CCC21 (centres undefined)	0.0	-5	-3	1	-3	4	-4	-9	2
O=C(CCNS(=O)(=O)c1ccccc1)NCCCc1ccccc1	0.6	-4	1	2	19	7	1	-9	-4
CCC(C)C(Nc1ccc(C(=O)OC)cc1[N+](=O)[O-])C(=O)OC (centres undefined)	-0.1	-10	-6	2	16	-3	-5	11	6
CC(C)NC(=O)c1n[nH]c(=O)c2ccccc12	0.1	14	2	1	0	-5	-2	2	5
O=C1CC(N2CCN(S(=O)(=O)c3ccccc3)CC2)C(=O)N1c1ccccc1 (centres undefined)	1.9	6	4	1	12	-7	2	5	0
Cc1ccc(S(=O)(=O)CC(=O)NCc2ccc(Cl)cc2)cc1	1.6	14	-1	1	-9	7	1	-7	4
Cc1cc(C(C)(C)C)ccc1NC(=O)CC(C)(C)CC(=O)O	0.1	8	-2	1	-11	-1	6	6	5
Cc1ccccc1C(=O)NCCN1CCC(n2c(=O)[nH]c3ccccc32)CC1	3.7	-23	2	5	14	3	-4	-24	-7
Cc1cc(C)c(NC(=O)COc2nc3ccccc3nc2C)c(C)c1	1.2	-18	1	1	25	5	4	0	2
CCN(CC)C(=O)[C@H]1C[C@H](CC(=O)NCCN2CCOCC2)C(=O)N2CCc3c([nH]c4cc(-c5ccco5)ccc34)[C@]12C	-0.1	-9	1	1	-2	-2	-3	-8	-5
O=C/C(=C\Nc1ccc(Br)cc1)c1nc2ccccc2o1	0.1	-16	-1	0	7	2	-4	-8	4
O=C(CC12CC3CC(CC(C3)C1)C2)NCc1ccc(F)cc1	-0.3	-10	1	1	4	3	-1	0	10
Cc1cccc(C)c1OCCCCCNCCO	0.5	-5	0	2	-4	7	-1	-9	8
COc1ccc(C(CNC(=O)CNS(=O)(=O)c2ccc(NC(C)=O)cc2)N2CCOCC2)cc1 (centres undefined)	1.8	-3	0	-1	5	6	5	-12	-1
O=C(NCC(=O)N1CCN(c2ccccc2)CC1)c1ccccc1	0.1	-7	-1	1	-22	0	5	-5	2
CC(C)(C)n1nnnc1C(c1ccc(C(F)(F)F)cc1)N(Cc1ccccc1)Cc1ccco1 (centres undefined)	0.2	-13	-2	0	12	-1	-1	-5	-2

# (listing goes on)
Structure	M1 ag parental	CHO-K1 Ca antag	CHRM5 agonist	M4 ag	CHO-K1 Ca PAM	M4 PAM	CHRM5 PAM	CHRM4 antagonist	CHRM5 antagonist
OCC[C@@H]1C[C@H](O)[C@@H](O)[C@@]2(Cc3ccccc3O2)O1	0.1	8	5	-1	-4	8	3	-1	-1
O=C(Nc1ccccc1O)c1csc2c1CCCC2	3.2	-3	-1	2	-3	-4	-7	-1	7
COC(=O)c1ccc(/C=C/C(=O)OCC(=O)c2ccc[nH]2)cc1	0.4	-8	4	1	-6	-2	-1	5	14
O=C(NC(=S)NN1CCOCC1)c1cc(Br)ccc1Cl	0.7	9	2	0	-4	3	7	9	0
COc1ccc(C(=O)COC(=O)C2COc3ccccc3O2)cc1F (centres undefined)	1.4	-10	-1	3	8	15	3	-2	8
O=[N+]([O-])c1ccc(NN=CCCc2ccccc2)nc1	-0.5	-7	-4	-1	9	-2	-15	-1	6
CCCn1c(=O)c(C(=O)NCc2ccccc2OC)c(O)c2ccccc21	0.5	-6	-1	1	17	6	-3	0	15
COC(=O)c1ccc(NC(=O)CNC(=O)C2CCCCC2)c(C)c1	1.0	-15	1	1	9	5	3	2	-8
CCOC(=O)NC(=S)Nc1cccc(C)n1	-0.1	-8	0	1	5	9	-1	-19	-12
CCCCOc1ccc(C2(C)NC(=O)N(C)C2=O)cc1 (centres undefined)	3.2	-9	-6	2	15	-4	3	2	8
O=C(Nc1ccc2c(c1)OCCO2)c1ccccc1	6.5	14	1	21	-9	-14	-10	29*	16
O=C(Nc1cccc(-n2cnnn2)c1)c1cccnc1	0.2	1	-2	0	12	0	-3	3	-1
O=S(=O)(Nc1ncnc2sccc12)c1cccc(F)c1	0.0	-4	2	0	8	5	1	1	15
CCOc1ccc(/C=C/C(=O)N(CC)CC(=O)Nc2c(F)cccc2F)cc1OC	0.3	-9	0	1	16	2	-4	-14	4
CC(C)Cn1c(N)c(C(=O)COC(=O)C2=COCCO2)c(=O)n(C)c1=O	14	-2	0	2	-1	9	1	-3	-2
O=C(COc1cccc(Br)c1)NN=C1c2ccccc2-c2ccccc21	0.3	-8	-1	0	1	2	0	7	-1
COC(=O)c1sccc1NC(=O)CC1C(=O)NCCN1C(=O)c1ccc(N(C)C)cc1 (centres undefined)	3.6	-6	0	10	1	-17	-9	-3	9
O=C(CN(Cc1ccco1)C(=O)c1ccc(Cl)cc1)Nc1ccc(Cl)c(Cl)c1	0.4	-2	-3	0	23	3	1	-6	2
CN1CCN(c2ccccc2NC(=O)Cn2ncc3c([nH]c4ccccc43)c2=O)CC1	-0.4	12	-4	0	-9	-1	1	-1	4
CCS(=O)(=O)Nc1ccc2c(c1)N(C(C)=O)c1ccccc1CC2	0.6	-7	-4	1	17	-2	-7	-10	-1
COC(=O)c1cc2nc(-c3ccc(C)cc3)cc(C(F)(F)F)n2n1	-0.1	0	-4	0	10	-4	2	8	-3

# Part of the list above in a different format.
compound: O=C(Nc1ccccc1O)c1csc2c1CCCC2
  M1 ag parental: 3.2	CHO-K1 Ca antag: -3	CHRM5 agonist: -1	M4 ag: 2	CHO-K1 Ca PAM: -3	M4 PAM: -4	CHRM5 PAM: -7	CHRM4 antagonist: -1	CHRM5 antagonist: 7
compound: COC(=O)c1ccc(/C=C/C(=O)OCC(=O)c2ccc[nH]2)cc1
  M1 ag parental: 0.4	CHO-K1 Ca antag: -8	CHRM5 agonist: 4	M4 ag: 1	CHO-K1 Ca PAM: -6	M4 PAM: -2	CHRM5 PAM: -1	CHRM4 antagonist: 5	CHRM5 antagonist: 14

# Entries listed so far that contain a COOH group (three):
Structure	M1 ag parental	CHO-K1 Ca antag	CHRM5 agonist	M4 ag	CHO-K1 Ca PAM	M4 PAM	CHRM5 PAM	CHRM4 antagonist	CHRM5 antagonist
Cc1noc(C)c1CCC(=O)Nc1cc(C(=O)O)ccc1Cl	0.8	-7	-2	1	28	6	5	-20	-5
O=C(O)C1CCCCC1C(=O)Nc1ccc(S(=O)(=O)N2CCCCC2)cc1 (centres undefined)	0.7	-3	-2	1	3	-10	8	10	10
Cc1cc(C(C)(C)C)ccc1NC(=O)CC(C)(C)CC(=O)O	0.1	8	-2	1	-11	-1	6	6	5
